High-throughput results from PubChem BioAssay.
V-ATPase pHluor: alters yeast V-ATPase proton transport. hit rate 0.37% among 350,000. S. cerevisiae, pHLuorin cytosolic pH fluorescence. response, % at 10 µM. AID 504577; in the data active = response mostly above about 7.3%, no sharp cut-off; inactive = mostly below about 5.4%; also: actives read high; inactives centre near 0; some compounds called inactive have numbers as strong as hits; reference of the scale not given here
CAL PDZ FP-1: inhibitors of human CAL PDZ peptide binding. hit rate 0.92% among 300,000. inhibition, % at 24.9 µM. Q9HD26. purified CAL PDZ, TMR-peptide fluorescence polarization, 1 h. AID 602252;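 active = mean inhibition of at least 30% with at least half of replicates also reaching 30%; inconclusive = no clear call, values can overlap the other calls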;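 also: 0% = DMSO neutral control and 100% = excess unlabeled competitor peptide PRC23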
DSG3 Ab inh: blocks pemphigus antibody binding to human desmoglein-3. hit rate 0.48% among 310,000. DSG3-coupled beads, scFv-anti-DSG3-GFP binding, flow cytometry; active compounds read low. P32926. binding (percent of control), % at 10 µM. AID 588358;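 active = binding more than 3 SD below its plate's average and above zero; inconclusive = below that plate limit but binding exactly zero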;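 also: hits lower antibody fragment binding to DSG3; some compounds called inactive have numbers as strong as hits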
C-LANA FP: KSHV C-LANA DNA binding inhibition. MBP-C-LANA/FAM-LBS DNA binding, fluorescence polarization. inhibition, % at 9 µM. hit rate 0.078% among 340,000. AID 504423;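 active = highest replicate inhibition at or above 60% at 9 µM, even if other replicates fall short; inactive = all replicates below 60% inhibition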;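 also: 0% = neutral control wells and 100% = 4 µM acridine orange control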
RTF Ca sens inh: cardiac RTF calcium desensitization; P19429+P45379; IANBD-labeled cardiac RTF, Ca2+ fluorescence; inhibition, % at 7.15 µM; hit rate 0.12% among 340,000; AID 493244;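 active = inhibition above the mean inhibition of all tested compounds plus 3 SD, cut at about 17% in these data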;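 also: assay run at fixed EC70 calcium of 1.6 mM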
NSD2 HMT inh: NSD2 (human) methyltransferase inhibition. NSD2 peptide methylation, AlphaScreen, 120 min. inhibition, % at 12.5 µM. hit rate 0.54% among 310,000. AID 743445; in the data active = inhibition above about 50%
Target sequence (O96028 whole entry, looked up): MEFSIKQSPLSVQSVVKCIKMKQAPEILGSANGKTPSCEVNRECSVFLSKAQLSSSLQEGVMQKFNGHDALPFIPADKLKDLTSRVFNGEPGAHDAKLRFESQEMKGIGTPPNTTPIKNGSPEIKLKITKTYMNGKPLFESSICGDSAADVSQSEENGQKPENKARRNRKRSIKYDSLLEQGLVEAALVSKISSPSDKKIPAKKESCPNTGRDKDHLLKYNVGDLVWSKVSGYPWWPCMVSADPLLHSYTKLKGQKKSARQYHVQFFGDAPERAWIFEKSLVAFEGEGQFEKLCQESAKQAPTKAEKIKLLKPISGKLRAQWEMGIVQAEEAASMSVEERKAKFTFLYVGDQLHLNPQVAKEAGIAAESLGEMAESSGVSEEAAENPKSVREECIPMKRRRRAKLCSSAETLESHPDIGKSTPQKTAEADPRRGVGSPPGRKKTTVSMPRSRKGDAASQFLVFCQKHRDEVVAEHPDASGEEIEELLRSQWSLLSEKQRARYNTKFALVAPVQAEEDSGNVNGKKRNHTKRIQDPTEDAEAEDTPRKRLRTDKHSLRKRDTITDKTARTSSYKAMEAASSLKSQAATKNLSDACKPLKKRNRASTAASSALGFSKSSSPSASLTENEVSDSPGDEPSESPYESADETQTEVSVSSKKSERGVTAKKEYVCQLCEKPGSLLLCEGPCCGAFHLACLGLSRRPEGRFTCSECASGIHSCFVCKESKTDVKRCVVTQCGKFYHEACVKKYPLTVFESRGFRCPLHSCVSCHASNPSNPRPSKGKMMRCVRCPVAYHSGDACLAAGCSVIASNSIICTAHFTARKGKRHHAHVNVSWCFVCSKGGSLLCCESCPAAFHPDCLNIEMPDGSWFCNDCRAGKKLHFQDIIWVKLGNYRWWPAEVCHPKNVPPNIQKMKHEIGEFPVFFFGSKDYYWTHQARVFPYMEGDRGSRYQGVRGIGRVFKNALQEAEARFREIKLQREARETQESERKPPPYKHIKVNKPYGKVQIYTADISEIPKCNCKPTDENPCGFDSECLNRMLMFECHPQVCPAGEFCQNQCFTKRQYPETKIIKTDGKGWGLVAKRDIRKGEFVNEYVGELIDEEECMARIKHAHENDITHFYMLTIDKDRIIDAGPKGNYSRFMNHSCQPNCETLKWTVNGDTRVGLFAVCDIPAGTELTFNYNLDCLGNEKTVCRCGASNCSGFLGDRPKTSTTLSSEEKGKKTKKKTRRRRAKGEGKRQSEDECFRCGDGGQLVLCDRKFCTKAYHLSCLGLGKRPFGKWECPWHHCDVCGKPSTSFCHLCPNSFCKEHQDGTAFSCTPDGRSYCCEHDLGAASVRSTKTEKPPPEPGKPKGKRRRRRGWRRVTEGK
Keap1-Nrf2 PPI: inhibitors of human Keap1-Nrf2 protein-protein interaction | Keap1 Kelch-Nrf2 peptide fluorescence polarization, 1536-well | inhibition, % at 9.4 µM | hit rate 0.15% among 340,000; in the data active = inhibition above about 12%; inconclusive = no clear call, values can overlap the other calls; inactive = below about 7.3%;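 also: human Keap1 Kelch domain with fluorescein labeled Nrf2 9mer peptide probe; 0% = neutral control wells and 100% = peptide positive control; higher means more block of Keap1 binding to Nrf2 peptide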
Arr AP2 block: inhibitors of human beta-arrestin and AP2 interaction. FITC-arrestin peptide / GST-AP2 beads, flow cytometry; AP2 beta2 appendage carries R879A mutation. inhibition, % at 10 µM. hit rate 0.31% among 340,000;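 active = inhibition above a set limit, near 3 SD of compounds lacking own fluorescence, cut at about 54% in these data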;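 also: plate controls were DMSO wells for no effect and 5 µM unlabelled arrestin peptide for full effect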
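System: GST-tagged AP2 beta2-adaptin appendage (R879A) on 4 µm glutathione beads / Reagent: FITC-arrestin peptide, 50 nM / Detection: HyperCyt-sampled flow cytometry, FL1 channel, ex 488/em 535 nm / Timing: 12 min plus 1 h, RT / Buffer or medium: PBS plus Tween 20 (0.05%) and BSA (0.1%)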
CAL PDZ FP-2: human CAL PDZ-peptide interaction inhibition | purified CAL PDZ, TMR-peptide fluorescence polarization, 1 h | hit rate 0.02% among 330,000 | Q9HD26 | inhibition, % at 20 µM | AID 504414;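 active = highest replicate inhibition of at least 40%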;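 also: plate controls were DMSO neutral control wells for no effect and unlabeled competitor peptide control wells for full effect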
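Material: tagged CAL PDZ domain; buffer or medium: 25 mM sodium phosphate pH 7.4, 150 mM NaCl, TCEP, IgG, Thesit; compound dosing: single point, 20 µM; schedule: 1 h incubation at room temperature before polarization reading; measured by: FP readout, S and P plane fluorescence; read-out basis: percent inhibition from loss of millipolarization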
DAGLB inh: blocks human DAGLB lipase activity; Q8NCG7; HEK293T DAGLB membrane lysate, EnzChek fluorogenic substrate; inhibition, % at 5.17 µM; hit rate 0.059% among 340,000; AID 504411; in the data active = inhibition above about 34%;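 also: 0% = enzyme with vehicle and 100% = wells lacking enzyme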
Active calls of the source: *; ? = inconclusive; / = no result given. Only part of the results is shown, so the mix of outcomes need not match the whole.

SMILES	RTF Ca sens inh	NSD2 HMT inh	CAL PDZ FP-1	V-ATPase pHluor	C-LANA FP	Keap1-Nrf2 PPI	DSG3 Ab inh	DAGLB inh	Arr AP2 block	CAL PDZ FP-2
O=C(CCN1CCOCC1)c1ccccc1	2.6	-5.6	9.9	1.6	0.0	-15.1	102.3	0.2	6.8	0.1
O=C(NNc1cc(N2CCOCC2)nc(N2CCOCC2)n1)c1ccc(Cl)c(Cl)c1	-7.6	3.3	0.9	7.2	2.5	-2.0	101.2	2.2	4.2	0.1
CCn1c(SCC(=O)Nc2cccc(NC(C)=O)c2)nnc1-c1ccco1	1.8	-1.5	-9.4	-2.9	-1.1	-3.0	94.7	-2.6	24.6	-1.4
CCOc1ccc(OCCC(=O)OCC(=O)NNC(=O)c2ccccc2)cc1	-4.2	3.4	-1.4	3.4	1.1	-1.9	96.9	0.7	-1.0	-2.5
CC(C)(CSc1ccccn1)NS(=O)(=O)c1ccccc1	1.7	-1.5	-3.5	-1.0	-1.1	-7.3	109.5	-4.9	-5.0	-0.5
Cc1ccc(Oc2ccc(NS(=O)(=O)c3cccc(C(=O)O)c3)cc2)cc1	-0.3	3.4	-3.9	-0.6	-0.8	1.1	128.0	8.3	-5.1	-2.0
CC1C(C)N(C(=O)CCl)c2ccccc2N1C(=O)CCl (configuration not stated)	4.4	4.7	/	0.3	-1.9	-2.7	97.2	-1.5	0.9	0.1
COc1ccc(CCNC(=O)CSc2ccc(-c3cccs3)nn2)cc1OC	-6.9	/	-0.1	1.0	0.4	-3.9	116.0	-1.4	13.2	-0.4
Cc1ccc(-c2cc(-c3ccccc3)nc(Cl)n2)cc1	-1.8	-8.0	-4.8	2.4	-1.3	-1.3	98.7	-13.7	38.5	-1.4
CSc1snc(SCC(N)=O)c1C#N	1.2	4.0	-1.0	0.3	0.0	-4.6	106.7	-0.4	-5.8	-0.8
C#Cc1ccc(CN2CCN(CCCc3ccccc3)C(CCO)C2)cc1 (configuration not stated)	0.6	4.6	6.6	0.7	2.8	2.5	103.7	-1.8	24.9	-1.2
O=c1[nH][nH]c(C(F)(F)F)c1C=NCc1ccc(Cl)cc1	-1.8	0.1	0.6	-0.9	-0.1	-6.6	103.0	2.6	4.3	-5.7
CC(=O)Nc1ccc(S(=O)(=O)N2CCCN(S(=O)(=O)c3ccc(C)cc3)CC2)cc1	-4.9	0.6	1.7	0.5	0.4	4.1	96.8	-1.8	-5.4	-1.2
COCCNC(=O)CN1CCN(Cc2cccc(Cl)c2)C1=O	-4.5	/	-3.2	0.4	0.4	0.8	102.5	2.0	-3.6	-0.4
CCc1cc(C(=O)N2CCCC(N3CCN(c4cccc(C(F)(F)F)c4)CC3)C2)n(C)n1 (configuration not stated)	1.6	1.9	2.7	-2.9	-1.5	6.2	98.1	-2.0	33.6	-3.2
CCOc1ccc(CCNC(=O)CCNS(=O)(=O)c2ccc(Br)cc2)cc1OCC	-10.1	-3.7	-5.1	0.1	-1.0	-0.1	126.8	-0.6	14.9	-3.2
CC(=O)Nc1ccccc1C(=O)C(=O)Nc1ccc(C)c(F)c1	-6.8	3.3	-5.8	2.2	3.0	2.6	98.5	-1.9	-10.4	-3.1
Cc1nn2c(N)c(-c3ccccc3)cnc2c1-c1ccc(Cl)cc1	-11.8	-1.9	0.8	0.0	1.1	-2.7	99.3	-1.2	43.7	-4.5
O=C(Nc1ccc(Cl)cn1)C1C(c2ccccc2)C1(Cl)Cl (configuration not stated)	5.5	-6.4	-4.3	-0.4	1.8	-4.9	99.0	-7.1	-0.1	-1.8
COc1ccc(OC)c(S(=O)(=O)NCc2cn3cccc(C)c3n2)c1	5.4	/	0.3	-0.5	0.9	0.2	104.2	0.3	22.0	-0.4
Cc1c(NC(=O)c2ccc(CC(C)C)o2)c(=O)n(-c2ccccc2)n1C	-7.1	2.2	1.6	-3.2	-0.8	-1.2	102.8	1.3	-6.1	0.7
CCCCCCSc1ccc([C@@H]2[C@H]3C(=O)N(CC)C(=O)[C@H]3[C@]3(C(=O)OC)CCCCN23)cc1OC	-10.0	/	-1.8	-1.4	-2.8	-10.6	118.0	-15.4	-5.9	1.3
Cn1nc(-c2ccccc2)cc1NC(=O)c1ccccc1	2.1	2.8	-6.0	0.8	-0.1	7.7	108.0	0.3	44.3	-0.2
Cc1ccc(S(=O)(=O)Nc2cccc(-c3ccc4nncn4n3)c2)cc1	-1.5	0.6	-2.2	-2.9	0.0	-11.3	93.8	4.3	-3.1	-4.0
COCCCNCC(=O)c1c(N)n(Cc2ccccc2)c(=O)n(C)c1=O	-5.3	11.3	-2.7	1.3	0.6	1.7	103.2	-0.1	11.7	-0.7

Continuation.
SMILES	RTF Ca sens inh	NSD2 HMT inh	CAL PDZ FP-1	V-ATPase pHluor	C-LANA FP	Keap1-Nrf2 PPI	DSG3 Ab inh	DAGLB inh	Arr AP2 block	CAL PDZ FP-2
O=C(NC(NC1CCS(=O)(=O)C1)C(Cl)(Cl)Cl)c1ccc(Br)cc1 (configuration not stated)	-1.7	-2.4	-5.0	0.4	1.4	?	100.2	3.6	16.6	/
O=C(NC(=S)NCCc1ccccc1)c1ccccc1F	-0.9	-1.8	-2.5	1.9	-2.6	-1.7	114.7	-18.4	7.8	-2.7
CC(=O)OCc1cc(=O)n(C)c(=O)n1C	0.5	15.8	1.4	0.9	2.2	-0.9	100.8	-0.8	5.6	0.4
O=C1c2cc(N3CCCC3)c([N+](=O)[O-])cc2C(=O)N1c1ccccc1	-0.5	-0.6	-3.6	0.2	0.0	0.4	101.8	3.8	-2.8	0.2
COc1ccc(NC(=O)C2CC(=O)OC23CCOC(C)(C)C3)cc1 (configuration not stated)	4.4	0.3	-4.9	1.2	0.8	-0.2	96.0	1.2	-0.1	/
Nc1ccc(Nc2nc(-c3cccs3)cs2)cc1	1.3	-0.2	27.4	1.3	1.6	4.3	99.0	3.6	-9.6	17.7
O=C(c1ccc(F)cc1)C1CCN(C(=O)c2ccc(Cl)cc2)CC1	-0.8	-0.1	-5.9	3.3	0.2	1.7	110.3	-2.5	-11.4	0.3
CCOC(=O)C1CCN(C(=O)CNC(=O)Cn2c(C)cc3ccccc3c2=O)CC1	6.1	-3.9	-0.3	-0.3	0.6	-0.7	105.6	-1.9	14.7	-1.9
CCCN1CCN(C(=O)c2ccc(CS(=O)c3ccc(Cl)cc3)o2)CC1 (configuration not stated)	1.4	8.2	-2.0	1.2	-0.1	3.8	97.6	-4.8	-4.5	-0.9
Cn1c(=O)n(C)c2cc(NC(=O)COc3ccccc3)ccc21	0.9	-0.8	-5.4	-2.3	1.2	-2.6	100.6	0.6	36.0	-3.0
Cc1ccc(NC2CCCN(C(=O)c3ccoc3)C2)cc1C (configuration not stated)	-1.0	4.1	/	-4.0	-0.6	-4.6	102.7	-0.3	18.6	0.0
C/C=C/COC(=O)c1[nH]c2c(c1C)C(=O)CC(c1ccco1)C2 (configuration not stated)	-6.9	/	/	0.2	0.1	-3.2	103.3	1.4	4.6	-0.7
Cc1cccc(NC(=O)CN(C)S(=O)(=O)c2cnc[nH]2)c1C	/	-1.4	/	2.5	/	/	98.8	1.7	/	/
C[C@@H]1CC[C@]2(C(=O)O)CC[C@]3(C)C(=CCC4[C@]56CC[C@@](O)(OC5)C(C)(C)C6CC[C@]43C)C2[C@H]1C (some centres not stated)	6.1	/	-5.4	-1.2	0.0	-0.9	93.8	10.8	0.7	-0.4
COc1ccc(CC(=O)n2nc(-c3ccccc3)nc2NCc2ccco2)cc1	-2.8	-0.7	0.9	-1.2	-0.3	4.1	/	-2.2	3.6	-2.1
COc1ccccc1N(CC(=O)Nc1ccccc1C(=O)N1CCCC1)S(C)(=O)=O	-4.7	-5.5	-2.4	-1.4	-1.0	-1.7	107.2	0.0	-14.9	-2.5
COc1cc2c(cc1OC)CN(C(=O)c1cc(=O)c3ccccc3o1)CC2	6.2	1.6	-5.7	-3.3	0.3	-5.6	102.3	2.2	82.5*	-1.4
CCC1CCCCN1C(=S)NC(=O)c1cc(S(=O)(=O)N2CCOCC2)ccc1C (configuration not stated)	-9.0	/	-0.7	-1.8	1.7	2.6	96.0	-3.5	-8.9	-2.3
O=C1CC(c2cccc(Cl)c2)CC(O)=C1C=Nc1cccc(Cl)c1 (configuration not stated)	15.0	-0.8	1.1	3.9	-0.9	-3.6	/	-2.2	19.9	0.8
CCCc1ccc2oc(C(=O)NCCc3cnn(C)c3)c(C)c2c1	-2.8	1.6	-1.2	-0.9	0.9	-3.7	/	-3.9	35.1	-2.4
CN(Cc1ccccc1)C(=O)c1[nH]cnc1C(=O)N[C@@H](Cc1ccccc1)C(=O)OCc1ccccc1	-24.7	/	-2.2	4.6	-2.5	3.9	102.2	-0.8	7.8	-1.0
O=C(c1cccc(Cl)c1Cl)N1CCN(c2ccccn2)CC1	1.2	6.9	0.4	5.3	0.6	-1.7	99.9	-1.1	23.8	1.1
CCS(=O)(=O)c1nc(S(=O)(=O)c2ccc(C)cc2)c(N2CC(C)OC(C)C2)s1 (configuration not stated)	-5.8	-0.3	-4.5	3.6	-1.9	2.6	/	0.7	2.9	0.0
O=C(NCc1ccccn1)c1ccc(Cn2cc(Br)cn2)o1	-5.9	-4.2	-5.9	-0.2	1.6	0.1	103.1	0.6	4.3	-0.5
Cc1nn(Cc2ccc(Cl)cc2)c(C)c1NC(=O)c1noc2c1CCCCC2	-7.2	-1.6	-5.3	1.7	-0.4	-1.8	102.1	-3.4	-4.2	/

Brought forward from above: two entries; new compounds follow.
SMILES	RTF Ca sens inh	NSD2 HMT inh	CAL PDZ FP-1	V-ATPase pHluor	C-LANA FP	Keap1-Nrf2 PPI	DSG3 Ab inh	DAGLB inh	Arr AP2 block	CAL PDZ FP-2
O=C(NCc1ccccn1)c1ccc(Cn2cc(Br)cn2)o1	-5.9	-4.2	-5.9	-0.2	1.6	0.1	103.1	0.6	4.3	-0.5
Cc1nn(Cc2ccc(Cl)cc2)c(C)c1NC(=O)c1noc2c1CCCCC2	-7.2	-1.6	-5.3	1.7	-0.4	-1.8	102.1	-3.4	-4.2	/
CCOC(=O)c1cccc(NC(=O)CCn2cccc2)c1	-0.2	4.5	-1.0	-1.4	-0.7	-2.1	111.2	4.7	2.6	0.8
O=C(CN1C(=O)NC2(CCCCCCC2)C1=O)N1CCOCC1	-4.5	1.1	/	-1.6	0.3	-8.5	101.4	-2.7	2.2	0.3
C=CCNC(=O)COC(=O)c1ccccc1C(=O)N(C)C1CCCCC1	18.3*	1.0	9.9	-1.2	0.5	-0.3	99.0	-1.3	-1.2	0.2
CCC(CC)C(=O)Nc1cccc(C(=O)NC(C)(C)C)c1	-3.6	-4.1	1.7	1.3	0.0	-5.2	97.2	-0.6	-9.0	-8.3
